Source: PubChem (National Center for Advancing Translational Sciences (NCATS))
B2AR arrestin: beta2AR (human) beta-arrestin recruitment activity | beta-arrestin recruitment to beta2AR, cell-based reporter | P07550 | Potency, µM (doses to about 46.1 µM), for inactives: at the top dose activation, usual class: activators | 330,000 tested, 0.02% active;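 note: potency is the fitted concentration of half-maximal effect; 0% = DMSO controls and full agonism = EC100 isoproterenol or metaproterenol; nearly all actives have a fitted effect of over 65% in size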
USP2a block: inhibitors of human ubiquitin-specific protease USP2a; O75604; USP2 core, Ub-CHOP2 coupled fluorogenic reporter, 485/531; Potency, µM (series often up to 38.3 µM), for the others: at the top dose activity change, negative = inhibition, hits mostly inhibitors; 330,000 tested, 0.01% active;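 note: potency is the fitted concentration of half-maximal effect; plate controls were DMSO wells for no effect and full inhibition by NEM control for full effect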
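USP2 core (10nM final) preincubated 30min RT with compound in 20mM Tris-HCl pH 8.0, 2mM CaCl2, 2mM beta-mercaptoethanol, 0.05% CHAPS; 25nM Ub-CHOP2 plus 25nM reporter substrate added, fluorescence (Ex485/Em531) read after 60min.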
GALK inhibitor: galactokinase (human) inhibition; P51570; Purified GALK, Kinase-Glo residual ATP luminescence; Potency, µM (top dose mostly 57.5 µM), for inactives: at the highest dose activity change, negative = inhibition, hits mostly inhibitors; 270,000 tested, 0.007% active; AID 1868; note: potency is the fitted concentration of half-maximal effect
Target sequence (P51570 whole entry, looked up): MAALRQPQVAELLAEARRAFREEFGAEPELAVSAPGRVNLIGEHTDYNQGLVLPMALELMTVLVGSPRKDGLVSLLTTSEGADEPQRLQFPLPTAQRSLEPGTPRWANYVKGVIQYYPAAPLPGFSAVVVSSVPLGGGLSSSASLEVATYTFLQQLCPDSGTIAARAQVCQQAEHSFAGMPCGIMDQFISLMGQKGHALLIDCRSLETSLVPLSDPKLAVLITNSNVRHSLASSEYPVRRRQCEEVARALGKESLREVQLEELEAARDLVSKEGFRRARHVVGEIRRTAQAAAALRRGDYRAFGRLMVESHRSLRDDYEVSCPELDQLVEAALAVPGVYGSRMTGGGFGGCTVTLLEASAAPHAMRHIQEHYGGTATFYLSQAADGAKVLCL
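Human GALK (5 nM) with 35 uM ATP and 100 uM galactose in 20 mM HEPES pH 8.0, 5 mM MgCl2, 60 mM NaCl, 1 mM DTT, 0.01% BSA. After 1 h at room temperature, leftover ATP was read by Kinase-Glo Plus luminescence.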
Eya2 inh: blocks the phosphatase activity of human Eya2; recombinant Eya2, OMFP fluorescence dephosphorylation (OMFP is methylfluorescein phosphate); Potency, µM (series often up to 76.9 µM), inactives show at the top dose activity, negative = inhibition, most hits filed as inhibitors; AID 488837; 330,000 tested, 0.006% active; O00167; note: potency is the fitted concentration of half-maximal effect
Target sequence (O00167 whole entry, looked up): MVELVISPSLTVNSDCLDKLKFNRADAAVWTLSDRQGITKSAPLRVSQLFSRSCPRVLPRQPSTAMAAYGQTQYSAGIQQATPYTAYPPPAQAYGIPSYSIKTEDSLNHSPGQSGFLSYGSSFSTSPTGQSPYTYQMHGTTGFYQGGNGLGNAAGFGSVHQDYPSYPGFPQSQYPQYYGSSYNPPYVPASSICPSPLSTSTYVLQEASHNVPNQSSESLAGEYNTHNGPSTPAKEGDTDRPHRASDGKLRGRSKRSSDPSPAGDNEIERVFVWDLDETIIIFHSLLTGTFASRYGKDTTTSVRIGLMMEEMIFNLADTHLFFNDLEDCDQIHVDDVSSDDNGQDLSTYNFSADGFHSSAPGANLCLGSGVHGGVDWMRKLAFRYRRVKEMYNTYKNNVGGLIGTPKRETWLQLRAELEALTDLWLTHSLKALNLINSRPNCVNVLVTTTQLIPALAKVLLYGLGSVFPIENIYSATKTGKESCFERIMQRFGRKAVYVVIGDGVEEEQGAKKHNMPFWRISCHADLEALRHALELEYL
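Eya2 (0.2 uM) preincubated 10 min at ambient with compound, then OMFP substrate added at 50 uM; 10 min reaction in 50 mM HEPES pH 7.5, 50 mM NaCl, 5 uM MgCl2, 0.05% BSA, 1 mM DTT. Fluorescence read at Ex 485/Em 525 nm.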
KCNH2 3.1 inh: inhibitors of human KCNH2 3.1 potassium channel isoform. activity change, % (tested at about 1.8 µM). AID 720553. 340,000 tested, 0.95% active. U2OS KCNH2 3.1, thallium flux FluxOr; stronger effect = lower value;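 active = maximum activity change below -70%; inconclusive = maximum activity change from -70% to -50%; inactive = maximum activity change above -50%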;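 note: thallium influx rate constant from kinetic fluorescence after stimulation buffer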
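We transduce U2OS cells with the mutant 3.1 virus, culture them overnight, load FluxOr with Red40 quencher for 45 min, then add stimulation buffer and read kinetically for 2 min to derive a normalized rate constant.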
Giardia kill: kills Giardia lamblia; Giardia lamblia trophozoite viability; activity change, % at 7.66 µM, hits read low; 340,000 tested, 0.15% active; in the data active = activity change below about -80%; inconclusive = between about -30% and that limit;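 note: parasites exposed to compound for two days anaerobically before the ATP read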
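ATP-content bioluminescence gauges trophozoite survival. Cells (100/well) receive compound and incubate anaerobically for 48 hrs at 37 deg C; detection reagent follows for 15-30 min at room temperature.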
Chronic BCR inh: blocks chronic active B-cell receptor signaling | ABC-DLBCL IkBa-CBG/CBR reporter, luminescence ratio, 4 h | Potency, µM (titrated, usually from 46.1 µM), for the others: top-dose ratio change, negative = lower green/red ratio, hits mostly inhibitors | 340,000 tested, 0.05% active | AID 493014; active = well fitted inhibition curve with a large enough effect in the signal ratio, with a control signal flat, not every such curve was filed as active; inconclusive = small, poorly fitted or top-dose-only effect, or effect the other way, or a change in a side signal; the % refers to the signal ratio;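 note: potency is the fitted concentration of half-maximal effect; plate controls were basal doxycycline-induced cells for no effect and cells given 10 µM MG132 for full effect; MG132 reads +100%, hits lower the ratio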
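Doxycycline induced both beetle luciferases in TMD8 lymphoma cells; IKK-driven degradation limits the IkappaBalpha-fused green signal, while red luminescence normalises for cell number and nonspecific effects. Compounds tested up to 46 uM, 4 hrs.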
FBPA coupling cs: counter-screen for Giardia aldolase inhibitors: coupling enzyme system; coupling enzyme system counterscreen, AmpLite Red fluorescence; activity change, negative = inhibition, % at 58.2 µM, hits read low; 290,000 tested, 0.67% active; in the data active = activity change below about -30%
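Final compound at 57.5 uM, incubated 10 min at RT with coupling enzyme reagent (glyceraldehyde-3-phosphate), then 20 min with substrate and AmpLite Red detection. Fluorescence read at 525/598 nm; tests interference with the coupling assay, not aldolase inhibition.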
uPA surface inh: inhibitors of cell surface uPA generation; cell surface uPA generation assay, qHTS; Potency, µM (series often up to 38.3 µM), for the others: at the top dose activity change, negative = inhibition, actives largely listed as inhibitors; 330,000 tested, 0.31% active; active = well fitted inhibition curve with a large enough effect; inconclusive = small, poorly fitted or top-dose-only effect; inactive = no such curve, though single readings can be large or run the other way; tested in mouse RAW 264.7 cells; note: potency is the fitted concentration of half-maximal effect; nearly all actives have a fitted effect of over 55% in size
KCNH2 WT inh: KCNH2 (human, wildtype) channel inhibition. U2OS, BacMam KCNH2, thallium flux FluxOr; stronger effect = lower value. activity change, % at 1.84 µM. 340,000 tested, 0.37% active. AID 720551;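 active = maximum activity change below -70%; inconclusive = maximum activity change between -70% and -50%; inactive = maximum activity change above -50%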
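U2OS cells were transduced with wild-type KCNH2 virus (2.03 x 10^8 / mL) for 4 h at room temperature, then cultured overnight at 37 C. Thallium flux was read with FluxOr dye. Rate constants were normalized to DMSO controls.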
PKM2 activator: increases activity of human pyruvate kinase M2 | AID 1631 | 260,000 tested, 0.34% active | Potency, µM (doses to about 57.5 µM), without a hit: at the top dose activation, most hits filed as activators | P14618 | purified PKM2, Kinase-Glo ATP luminescence, activation; response scale: 0% is enzyme alone, no compound; note: potency is the fitted concentration of half-maximal effect; nearly all actives have a fitted effect of over 55% in size
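Purified hPK-M2 (>95%) run at intermediate activity with 0.1 mM ADP and 0.5 mM PEP in 50 mM imidazole pH 7.2, KCl, MgCl2; 1 h room temperature. ATP formed read by Kinase-Glo luminescence; normalized to uninhibited and no-enzyme controls.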
The depositor's hits bear a star; ? = inconclusive; nt = not tested or not shown; & = joins results of further samples; [ ] = another dose, or the depositor's remark. Unless noted, calls come from the whole dose curve; as a rule, active = well fitted curve in the direction sought with a large enough effect; inconclusive = small, poorly fitted or top-dose-only effect, or another doubt; inactive = no such curve, though single readings can be large; an effect the other way counts as inactive or inconclusive. Unless noted, % is set by controls: 0 for no effect and ±100 for the full control effect.

smiles	B2AR arrestin	USP2a block	GALK inhibitor	Eya2 inh	KCNH2 3.1 inh	Giardia kill	Chronic BCR inh	FBPA coupling cs	uPA surface inh	KCNH2 WT inh	PKM2 activator
O=C(CSCc1ccc(Cl)cc1)NCCSCc1ccco1	-0.2%	2%	0%	-5%	-6	-15	?	0	7%	-4	-1%
O=C(COc1cccc(NC(=O)c2ccco2)c1)c1ccccc1	-0.6%	-1%	-2%	-6%	-4	2	2%	0	-2%	4	5%
CCOc1ccc(NC(=O)c2nn(-c3ccc(OC)cc3OC)c(=O)c3ccccc23)cc1	0.1%	0%	-1%	9%	nt	nt	-1%	7	nt	nt	12%
COC(=O)c1c(C)oc(C)c1S(=O)(=O)N1CCCC1	-0.1%	-1%	0%	1%	-4	-24	-1%	0	6%	-5	5%
COc1cc(NC(=O)Nc2cccc(C(C)=O)c2)cc(OC)c1OC	-0.1%	8%	1%	-10%	-10	6	0%	-8	0%	-2	-1%
N#C/C(=C\c1ccccc1)C(=O)NCc1ccc(F)cc1	-0.2%	2%	-8%	-7%	-6	-3	-4%	1	-5%	1	1%
C=CCn1c(Cc2ccccc2)n[nH]c1=S	0.4%	1%	5%	2%	5	6	-5%	0	1%	-10	-11%
O=C(O)CCCC(=O)Nc1ccc(Sc2ccc([N+](=O)[O-])cc2)cc1	-0.4%	-4%	0%	-21%	-13	8	3%	5	-3%	-19	0%
CCCCn1c(N)c(N(CC(C)C)C(=O)C2CCN(S(=O)(=O)c3ccc(C)cc3)CC2)c(=O)[nH]c1=O	0.1%	1%	nt	-2%	5	-13	8%	nt	-3%	-15	nt
O=C(CCNC(=O)c1ccccc1Cl)NCc1cccnc1	-0.7%	1%	nt	6%	20	1	3%	nt	0%	1	nt
CC(=O)N1CCN(C2c3cccc4cccc(c34)C2NS(=O)(=O)c2ccccc2)CC1 (stereo not given)	-0.3%	3%	-1%	5%	11	-9	-6%	0	-3%	5	-4%
CCOC(=O)C1=C(CS(=O)(=O)c2ccccc2)NC(=O)NC1c1ccccc1OC (stereo not given)	-0.2%	3%	0%	-25%	1	-4	-11%	1	2%	4	nt
CCNC(=S)NCc1ccco1	-0.4%	4%	1%	0%	10	10	2%	-2	0%	-11	1%
O=[N+]([O-])c1ccccc1OCCN1CCCC1	0.3%	1%	0%	2%	4	-11	0%	-1	7%	2	-1%
CC(C)CCN1CCC(C)(NC(=O)c2ccccc2)C1=O (stereo not given)	0.2%	-2%	nt	7%	-1	-2	8%	nt	-3%	2	nt
O=C(O)c1ccc(S(=O)(=O)N(CCc2ccccc2)Cc2ccc(Cl)cc2)cc1	2.6%	-8%	-9%	-25%	-6	-9	12%	12	-23%	-2	3%
Cc1cccnc1CCNC(=O)CC1C(=O)NCCN1CC1CCCCC1 (stereo not given)	0.2%	3%	-3%	5%	5	-5	4%	-1	-12%	-3	0%
O=C(Nc1ccc2nc3ccccc3nc2c1)c1ccc(Br)cc1	-1.4%	4%	0%	-13%	2	22	?	-39*	3%	-3	-4%
NC(=O)c1ncn([C@@H]2O[C@H](CO)[C@@H](O)[C@H]2O)c1O	-1.4%	7%	-2%	5%&2%	10	-29	2%	-2	9%	-14	-4%
CC(=O)N1CCc2cc(S(=O)(=O)CCC(=O)Nc3ccccc3F)ccc21	-0.5%	1%	4%	-4%	4	-6	1%	2	-16%	3	9%[0.46 µM]

Sorted by heavy-atom count (rising): part of the list above.
smiles	B2AR arrestin	USP2a block	GALK inhibitor	Eya2 inh	KCNH2 3.1 inh	Giardia kill	Chronic BCR inh	FBPA coupling cs	uPA surface inh	KCNH2 WT inh	PKM2 activator
CC(C)CCN1CCC(C)(NC(=O)c2ccccc2)C1=O (stereo not given)	0.2%	-2%	nt	7%	-1	-2	8%	nt	-3%	2	nt
CC(=O)N1CCc2cc(S(=O)(=O)CCC(=O)Nc3ccccc3F)ccc21	-0.5%	1%	4%	-4%	4	-6	1%	2	-16%	3	9%[0.46 µM]
CC(=O)N1CCN(C2c3cccc4cccc(c34)C2NS(=O)(=O)c2ccccc2)CC1 (stereo not given)	-0.3%	3%	-1%	5%	11	-9	-6%	0	-3%	5	-4%

(cont.)
smiles	B2AR arrestin	USP2a block	GALK inhibitor	Eya2 inh	KCNH2 3.1 inh	Giardia kill	Chronic BCR inh	FBPA coupling cs	uPA surface inh	KCNH2 WT inh	PKM2 activator
O=C(NCc1ccccn1)C1CC(c2ccccc2Cl)=NO1 (stereo not given)	0.0%	1%	-2%	-13%	6	-1	-13%	0	5%	7	-1%
Cc1cccc(N2CCN(C(=O)NCc3ccc(F)cc3)CC2)c1C	-0.2%	0%	1%	-5%	-8	7	-6%	1	nt	-9	2%
O=[n+]1cc(-c2ccc(Cl)cc2)n([O-])c2c1CCCCC2	-0.3%	4%	3%	1%	16	18	4%	0	4%	4	-9%
O=C(NCC(c1ccco1)N1CCCC1)c1ccc(S(=O)(=O)Nc2ccccc2F)cc1 (stereo not given)	-0.8%	1%	nt	-11%	12	-4	-3%	nt	-2%	0	nt
Cc1nn(C)cc1/C=N\NC(=O)c1ccc2c(c1)c(C)c(C)n2Cc1ccccc1	0.1%	-10%	-5%	-15%	-7	12	?	2	0%	-3	2%
CCOC(=O)C1(Cc2cccc(F)c2)CCN(C(=O)Cn2cnnn2)CC1	0.5%	2%	-3%	-8%	-36	1	8%	3	-5%	-5	-1%
O=C(NCCc1cnc[nH]1)Nc1cccc(C(F)(F)F)c1	-0.3%	0%	-1%	8%	-9	3	6%	0	2%	3	-1%[11.5 µM]
CCOC(=O)c1c(NC(=S)NC(=O)/C=C/c2cccs2)sc(C)c1C	-0.1%	3%	2%	-17%	4	-6	6%	0	5%	0	-8%
CCc1nnc(NC(=O)CSc2nnc3nc(C)cc(C)n23)s1	0.4%	-3%	6%	10%	-1	-2	0%	1	-1%	1	nt
c1ccc(-c2cc3nccc(-c4ccccn4)n3n2)cc1	-0.3%	2%	1%	10%	4	-27	?	3	-3%	-4	-1%

Profiles as entered above. Order of values: B2AR arrestin | USP2a block | GALK inhibitor | Eya2 inh | KCNH2 3.1 inh | Giardia kill | Chronic BCR inh | FBPA coupling cs | uPA surface inh | KCNH2 WT inh | PKM2 activator
O=C(O)CCCC(=O)Nc1ccc(Sc2ccc([N+](=O)[O-])cc2)cc1 is listed with -0.4% | -4% | 0% | -21% | -13 | 8 | 3% | 5 | -3% | -19 | 0%
O=C(O)c1ccc(S(=O)(=O)N(CCc2ccccc2)Cc2ccc(Cl)cc2)cc1 is listed with 2.6% | -8% | -9% | -25% | -6 | -9 | 12% | 12 | -23% | -2 | 3%
O=C(CSCc1ccc(Cl)cc1)NCCSCc1ccco1 is listed with -0.2% | 2% | 0% | -5% | -6 | -15 | ? | 0 | 7% | -4 | -1%
CCOC(=O)c1c(NC(=S)NC(=O)/C=C/c2cccs2)sc(C)c1C is listed with -0.1% | 3% | 2% | -17% | 4 | -6 | 6% | 0 | 5% | 0 | -8%
COc1cc(NC(=O)Nc2cccc(C(C)=O)c2)cc(OC)c1OC is listed with -0.1% | 8% | 1% | -10% | -10 | 6 | 0% | -8 | 0% | -2 | -1%

Next part.
smiles	B2AR arrestin	USP2a block	GALK inhibitor	Eya2 inh	KCNH2 3.1 inh	Giardia kill	Chronic BCR inh	FBPA coupling cs	uPA surface inh	KCNH2 WT inh	PKM2 activator
Cc1c(C#N)c(NC(=O)c2ccccc2)n(Cc2ccccc2)c1C	0.0%	0%	2%	-35%	0	-2	9%	-1	-4%	6	12%
CCOc1ccccc1N1CCN(C/C=C/c2ccc(N(C)C)cc2)CC1	0.1%	-1%	0%	17%	nt	1	?	0	-1%	3	3%
COc1ccccc1NC(=O)C(C)Sc1nc2ccccc2c(=O)n1CC1CCCO1 (stereo not given)	-0.2%	2%	nt	-4%	-12	-8	3%	nt	-2%	1	nt
COCCCNc1nc(SCc2ccccc2)nc2sc3c(c12)CCC3	-0.7%	-11%	-1%	-24%	-15	2	23%	0	-1%	-17	0%
O=C(Nc1ccc(S(=O)(=O)Nc2ncccn2)cc1)c1ccccc1NS(=O)(=O)c1ccc(Cl)cc1	-0.7%	0%	4%	-22%	-22	-17	-1%	17	7%	-8	-6%
CCOC(=O)c1cn(-c2nc(-c3ccc(Cl)c(Cl)c3)cs2)c2c(F)c(N3CCOCC3)c(F)cc2c1=O	0.0%	2%	3%	18%	0	-11	-3%	0	4%	-11	-9%
Fc1ccc(N2CCN(Cc3cnc(N4CCOCC4)s3)CC2)cc1	-0.2%	7%	0%	7%	12	6	-2%	-2	-2%	7	2%
CCOC(=O)c1sc2c(c1C)C(c1cccs1)C1=C(CCCC1=O)N2 (stereo not given)	0.5%	-2%	-3%	2%	-1	-11	-4%	1	-14%	3	2%
